NPYLR7 agonist: activates Aedes aegypti NPYLR7 receptor; HEK293T NPYLR7/Galpha15, GCaMP6s calcium fluorescence; activation, % at 10 µM; 270,000 compounds, 0.15% hits; AID 1259423; in the data active means activation above about 40%;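 further: 0% = vehicle and 100% = reference agonist at the receptor; some compounds past the cut are filed as inactive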
mcGAS lum: blocks mouse cGAS activity; recombinant cGAS, Kinase-Glo ATP depletion luminescence; 160,000 compounds, 0.15% hits; Q8C6L5; inhibition, % at 12.5 µM;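 further: 0% = negative control wells and 100% = reference inhibitor with no enzyme activity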
hcGAS inh: human cGAS inhibition; 290,000 compounds, 0.081% hits; Q8N884; inhibition, % at 12.5 µM; recombinant h-cGAS, ATP depletion, Kinase-Glo luminescence;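 further: 0% = vehicle reaction and 100% = reaction without DNA for no activity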
Target sequence (Q8N884 whole entry, looked up): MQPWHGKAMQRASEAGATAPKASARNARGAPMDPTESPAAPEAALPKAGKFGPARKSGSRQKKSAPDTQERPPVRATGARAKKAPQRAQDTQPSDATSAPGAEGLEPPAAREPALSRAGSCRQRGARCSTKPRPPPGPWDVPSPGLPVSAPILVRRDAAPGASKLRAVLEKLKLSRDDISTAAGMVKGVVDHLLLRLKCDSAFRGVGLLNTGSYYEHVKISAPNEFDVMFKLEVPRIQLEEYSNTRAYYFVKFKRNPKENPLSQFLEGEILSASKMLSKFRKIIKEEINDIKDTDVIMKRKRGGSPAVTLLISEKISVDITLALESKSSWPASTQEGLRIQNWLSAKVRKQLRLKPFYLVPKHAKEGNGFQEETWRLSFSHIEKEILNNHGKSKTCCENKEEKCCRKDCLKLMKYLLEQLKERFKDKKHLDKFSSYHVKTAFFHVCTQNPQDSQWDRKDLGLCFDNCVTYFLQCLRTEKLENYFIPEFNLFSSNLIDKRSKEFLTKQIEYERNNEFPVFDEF
* hit, by the source's call; / = no result given. Unless noted, no stated cut-off is given here; in the data, active means inhibition above about 40%; inactive means the rest.

Second line of a record – NPYLR7 agonist	mcGAS lum	hcGAS inh
> COc1ccc(N2C(=O)c3ccccc3NC2c2cc(Br)ccc2O)cc1 (stereo unspecified)
  3.6	-0.4	-1.4
> O=C(Cc1ccc(F)cc1)N1CCC2(CC1)OCc1ccccc1O2
  2.6	-2.8	-3.9
> CCOCc1ccccc1CNS(=O)(=O)c1sc(C)nc1C
  0.2	/	-0.6
> Cc1cc(NC(=O)c2cc(C)on2)n(-c2nc3ccc(F)cc3s2)n1
  -6.0	-8.9	-4.8
> CCC(C(=O)Nc1cc(C)ccc1C)n1nnc(C(=O)O)c1C(=O)O (stereo unspecified)
  -6.4	1.3	1.8
> COc1ccc(N2C(=O)C(=O)C2c2ccc(C)cc2)cc1 (stereo unspecified)
  4.6	/	2.6
> OC(CN1CCOCC1)CN(Cc1ccc(F)cc1)CC1CC(c2ccccc2)=NO1 (stereo unspecified)
  -2.6	-0.5	1.2
> CN(C)c1ncc(-c2nccn2CCn2ccnc2)cn1
  0.8	/	-2.0
> Cc1cc(Br)c(NC(=O)CSc2nccn2C)c(Br)c1
  -1.0	/	3.4
> O=C1N=C2OC=C(C(=O)Nc3ccccc3)N2CCN1
  0.8	/	-7.6
> Fc1ccc(-c2nc3ccccn3c2NC2CCCCC2)cc1
  -4.6	-7.5	-6.8
> O[C@@H]1CN(c2nccc(C(F)(F)F)n2)CC[C@H]1c1ccc2c(c1)OCO2
  7.4	-8.1	1.5
> CCCc1nnc(SCc2cc(C)on2)n1CC(=O)O
  -2.5	/	1.1
> Cc1ccc(NC(=O)N2CCC(C(NC(=O)c3ccccc3)C(=O)NCc3ccccc3)CC2)cc1 (stereo unspecified)
  3.7	-3.1	-3.5
> Cc1ccc2c(c1)N(C)C(=O)c1cc(NS(=O)(=O)CBr)ccc1O2
  6.6	/	-2.8
> Cc1cc(=O)c(OCc2ccc(F)cc2)cn1CC(=O)N1CCc2ccccc21
  11.2	1.1	1.3
> O=C(c1cccc(C(F)(F)F)c1)N(CC(=O)N1CCc2sccc2C1c1ccc(Cl)cc1Cl)C1CC1 (stereo unspecified)
  -0.8	-4.8	-13.6
> COc1cc(C)c(C)cc1S(=O)(=O)NCCc1csc2nc(-c3ccccc3F)nn12
  -9.2	-0.1	3.3
> CCOC(=O)c1c(C)nn(-c2ccc(C(=O)NN(C)c3ccccc3)cc2)c1C
  2.6	-1.7	-5.0
> CC(C)(C)C1CCC(NC(=O)c2ccc(CSc3ccc4ccccc4n3)cc2)CC1 (stereo unspecified)
  2.2	-3.1	-6.3
> COc1cccc(Cn2nc(C(=O)NC3CC3)c3c2CCN(C(=O)c2ccc(-c4ccco4)cc2)C3)c1
  9.3	-13.5	-1.3
> CCc1nc(C)sc1CNC(=O)C1CC(=O)N(Cc2ccccn2)C1 (stereo unspecified)
  -3.5	-13.9	-6.5
> CN(CC(=O)Nc1ccc(Cl)c(C(F)(F)F)c1)c1nc2ccccc2o1
  7.2	/	-4.0
> O=S1(=O)CCC(n2nc(C3CCCC3)nc2Cn2cnnn2)C1 (stereo unspecified)
  /	-3.5	1.0
> O=S(=O)(c1ccc(F)cc1)N1CCCC(N2CCCC2)C1 (stereo unspecified)
  1.4	/	-4.4
> COc1cccc(OC)c1-c1cnnc(NCc2ccccc2-n2cncn2)n1
  -1.2	/	-1.1
> CCc1nnnn1-c1ccccc1NC(=O)C1CCCO1 (stereo unspecified)
  6.6	/	-7.8
> O=C(C1CCCN(c2nc(Cc3ccc(Cl)cc3)ns2)C1)N1CCN(c2ccccc2Cl)CC1 (stereo unspecified)
  -2.9	-4.1	-1.0
> O=C(Nc1ccc(F)cc1)C1CC(=O)N(CCO)C(=Nc2ccccc2)S1 (stereo unspecified)
  1.2	-3.6	-1.1
> N#CC(=Cc1ccccc1Br)c1ccccn1
  1.5	/	-5.5
> Cc1ccc(-c2ccc(=O)n(CC(=O)N3CCCC3)n2)cc1C
  12.1	/	-9.1
> O=C(NC1CC(=O)N(Cc2cccc(F)c2)C1)c1cnn2ccccc12 (stereo unspecified)
  0.0	-1.5	-4.2
> COc1cc(S(=O)(=O)NCc2ccc3c(c2)OCO3)c(C)cc1C
  -15.0	/	1.2
> CC(C)Cc1noc(C(C)NC(=O)c2cc3sccc3[nH]2)n1 (stereo unspecified)
  2.2	-7.8	-3.1
> CCOc1ccc(CC(=O)Nc2nn(C)c3c2C(C)CC(=O)N3)cc1 (stereo unspecified)
  -16.3	-6.8	-0.1
> Cc1cc(C(=O)COC(=O)COc2ccc(Cl)cc2Br)c(C)n1Cc1ccco1
  -7.5	-3.6	-4.8
> CCCN(CC(=O)N1CC(=O)N(c2cccc(C)c2)C1)C(=O)Nc1c(C(C)C)cccc1C(C)C
  -1.9	-3.5	-1.8
> Cc1ccc(NC(=O)Cn2ncn3nc4c(c3c2=O)CCCC4)c(C)c1
  -4.0	-1.3	-0.3
> O=C(NCCCn1cccn1)c1cccc2[nH]c(-c3cccs3)nc12
  -1.3	-2.6	-1.6
> Cc1ncc([N+](=O)[O-])n1CCNC(=O)c1cc(F)ccc1C(F)(F)F
  -7.2	-5.2	-3.9
> CC1CCCCC1N(C)C(=O)COC(=O)c1cc(=O)n(C)c2ccccc12 (stereo unspecified)
  9.3	/	-8.9
> O=C(Nc1nc(-c2cccc(C(F)(F)F)c2)cs1)C1CCOCC1
  1.9	/	-11.0
> O=C(CCl)Nc1cc(C(F)(F)F)ccc1N1CCCC1
  -4.4	-1.3	4.1
> O=C(CSc1nnnn1C1CCCC1)NN1C(=O)NC2(CCCCC2)C1=O
  -0.9	/	-7.3
> CCOc1cccc(C=CC(=O)c2ccc3c(c2)OCCCO3)c1OC
  -2.0	6.0	-0.7

In the list so far, these have two or more sulfur atoms:
Second line of a record – NPYLR7 agonist	mcGAS lum	hcGAS inh
> CCOCc1ccccc1CNS(=O)(=O)c1sc(C)nc1C
  0.2	/	-0.6
> COc1cc(C)c(C)cc1S(=O)(=O)NCCc1csc2nc(-c3ccccc3F)nn12
  -9.2	-0.1	3.3

(next part)
Second line of a record – NPYLR7 agonist	mcGAS lum	hcGAS inh
> COc1cc(CN2CCn3nc(C(=O)N(C)CCc4ccc(OC)c(OC)c4)cc3C2=O)cc(OC)c1
  -4.3	0.3	-1.7
> C=C(C)Cn1c2ccc(NC(=S)NCc3ccccc3F)cc2c(=O)n1C
  13.4	-8.0	-5.7
> Fc1cccc(Nc2cc3[nH]c(-c4ccccc4)cc3cn2)c1
  -14.2	-6.4	-1.3
> COC(=O)[C@@H]1C[C@@H](N(C)C)CN1Cc1cccn1-c1ncccn1
  8.2	-14.0	0.3
> CCN(CC)CCCC(C)NC(=O)c1cc(-c2ccccc2)nn1-c1ccccc1Cl (stereo unspecified)
  -8.5	2.2	4.3
> CCc1nc2ccc(C(=O)N3CCN(S(=O)(=O)CC)CC3)cn2c1N(CC)CCOC
  -8.0	0.9	1.1
> Oc1cc(-c2nc3ccccc3s2)cc2c1OCCN(CCc1ccccn1)C2
  /	-15.7	-3.1
> O=C1CC(c2cccc(F)c2)N(Cc2ccnc3ccccc23)CCN1 (stereo unspecified)
  7.7	/	-6.0
> CC(=NCCCCCC#N)c1nc(-c2ccccc2)oc1O
  6.7	/	1.1
> CC(=O)N1CCN(c2nccn2C)CC1
  1.0	-10.3	-3.6
> O=C(NCCn1ncccc1=O)c1c(F)cccc1F
  -0.7	/	-8.6
> Cc1c(C(=O)NC2CC2)sc(=O)n1Cc1ccc(F)cc1
  5.1	/	-6.2
> CCCCCCCCC(=O)Nc1ccc(N2CCCC2)c(C(=O)NCc2ccccc2)c1
  6.4	-6.2	5.6
> COCC(=O)N1CCN(C(=O)CN2CCc3sccc3C2c2ccccc2)CC1 (stereo unspecified)
  7.3	-5.0	-1.8
> Cc1[nH]cnc1-c1nccn1CCN1CCCC1=O
  26.6	-18.4	-0.9

New compounds follow
SMILES	NPYLR7 agonist	mcGAS lum	hcGAS inh
CCOC(=O)C1CCN(C(=O)c2cc(-c3ccccc3)n(-c3cc(OC)ccc3OC)c2C)CC1	-3.4	-3.9	-6.7
CCc1ccc(/C=N\n2c(C)nnc2-n2nc(C)cc2C)cc1	1.3	-6.5	-4.4
CS(=O)(=O)Nc1cc(Cl)ccc1Sc1ccc(F)cc1	6.5	-6.9	-13.2
O=C(NC(c1ccc2c(c1)OCO2)c1ccccn1)C1CCN(Cc2ccc(Cl)cc2)CC1 (stereo unspecified)	-12.5	4.1	2.3
NS(=O)(=O)c1ccc(CCNC2CC(=O)N(c3cccc(Cl)c3)C2=O)cc1 (stereo unspecified)	-1.7	-1.8	-1.8
COc1cccc(Oc2cc(C(F)(F)F)nc(SCc3ccccc3C)n2)c1	-1.8	-3.4	-3.5
CN(Cc1ccco1)C(=O)CN1CC2=C(C1=O)C(c1ccc(F)cc1)NC(=O)N2C (stereo unspecified)	-0.1	-3.5	-2.7
CCNC(=S)N(CCc1ccc(Cl)cc1)C1CC(=O)N(c2ccc(OC)cc2)C1=O (stereo unspecified)	2.0	-6.3	-3.2
O=c1c2cnc3ncnn3c2ccn1-c1nc2ccc(Oc3ccccc3)cc2s1	1.8	/	-9.2
CCSc1nc(CC(=O)N2CCN(c3ncccn3)CC2)cs1	1.7	-11.4	-5.7
O=C(Oc1coc(CSc2ncccn2)cc1=O)c1cccc([N+](=O)[O-])c1	-11.1	-6.9	-6.0
O=C(Nc1nc2cc3c(cc2s1)OCCCO3)c1cc(Cl)ccc1F	1.1	/	5.2
Cc1ccc(C2C(=C(O)c3ccccc3)C(=O)C(=O)N2CCCN(C)C)cc1 (stereo unspecified)	5.2	/	-10.7
O=C(Cn1nc(-c2ccco2)c2sc(N3CCOCC3)nc2c1=O)c1ccc(Cl)cc1	-2.9	-9.5	-10.6
CCCn1nc(C)cc1NC(=O)c1cccc(CN2CCCC2C)c1 (stereo unspecified)	3.6	0.8	1.3
O=C(c1ccc(Cl)nc1)N1CC(=O)N2CCc3c(F)cccc3C2C1 (stereo unspecified)	0.4	-6.9	-9.4
CC(C)CNC(=O)c1cc(=O)c(OCc2ccc(F)cc2)c[nH]1	2.4	/	-10.5
Cc1ccc(S(=O)(=O)n2cc(/C=C/C(=O)NCCCn3ccnc3)c3ccccc32)cc1	-6.2	-4.7	-8.8
N#CC1C(=O)c2ccccc2OC12CCCCC2 (stereo unspecified)	-8.7	/	-3.1
COc1cc(OC)cc(C(=O)NC(C)c2cnn(-c3ccccc3C)c2C)c1 (stereo unspecified)	10.0	/	-5.7
O=C(c1ccc(CSc2ccc3ccccc3n2)cc1)N1CCOCC1	12.0	-5.3	-2.5
CC1(Cc2ccc3c(c2)OCO3)C(=O)Nc2ccc(OC(F)(F)F)cc21 (stereo unspecified)	2.0	-2.9	3.1
Cc1nccn1CCCNC(=O)C1(N2C[C@@H](C)O[C@@H](C)C2)Cc2ccccc2C1	9.0	/	-6.3
Fc1ccc(-c2nc(CSCC3CCCCO3)no2)cc1 (stereo unspecified)	2.6	/	-7.7
O=C(OCc1ccc2n[nH]nc2c1)c1ccc(C(F)(F)F)cc1	-1.0	-16.8	-8.4
O=[N+]([O-])c1cc(-c2nc(-c3ccccc3)c3ccccn23)cc([N+](=O)[O-])c1	-3.1	-6.2	-8.5
CC(C)CCN1C(=O)CCC1(C)C(=O)NC1CCCCCCC1 (stereo unspecified)	/	0.5	1.7
COC(=O)Cn1c(=NC(=O)c2ccc(S(=O)(=O)N(C)C)cc2)sc2c(C)cc(C)cc21	3.7	-7.5	-6.4
Cc1cc(OC(=O)c2ccccc2F)c([N+](=O)[O-])c(=O)[nH]1	1.9	-1.6	0.8
COC(=O)c1sccc1S(=O)(=O)N1CCN(CC(OCc2cccc(OC)c2)c2ccc(Cl)cc2)CC1 (stereo unspecified)	17.7	-7.5	-6.7
O=C(Nc1cc(-c2ccccc2Br)no1)c1cccnc1	22.1	/	-7.1
CCc1cccc(NC(=O)N(CCOC)Cc2ccc(OS(=O)(=O)CC)cc2)c1	3.4	-3.6	-3.3
Cc1ccc2nc(SCCN3CCCCC3)nc(=O)n2c1	2.6	-8.9	-9.6
O=C(c1cc(C(F)(F)F)cc(C(F)(F)F)c1)N1CCc2nc(-c3ccccc3)nc(N3CCCCC3)c2C1	-10.6	1.1	-0.7
CCN(CC(=O)NC)C(=O)c1ccc(C)c(NC(=O)c2ccccc2F)c1	-5.4	/	-4.8
CCOC(=O)CCc1c(C)nc2ncnn2c1N1CCN(C(=O)NC2CCCCC2)CC1	/	-6.9	-5.8
CC(C)(C#N)C(=O)NCc1coc(-c2ccccc2)n1	7.2	/	-8.4
O=c1c2c(-c3ccc(Cl)cc3)n3ncnc3nc2ccn1C1CC1	1.6	/	8.3
NC(=O)c1ccc(C(=O)N(Cc2ccccc2)C2CCCCC2)nc1	-5.3	/	-3.2

Retrieved by compound from the list above:
SMILES	NPYLR7 agonist	mcGAS lum	hcGAS inh
O=C(c1cc(C(F)(F)F)cc(C(F)(F)F)c1)N1CCc2nc(-c3ccccc3)nc(N3CCCCC3)c2C1	-10.6	1.1	-0.7
NC(=O)c1ccc(C(=O)N(Cc2ccccc2)C2CCCCC2)nc1	-5.3	/	-3.2
O=C(Nc1cc(-c2ccccc2Br)no1)c1cccnc1	22.1	/	-7.1
CC(C)(C#N)C(=O)NCc1coc(-c2ccccc2)n1	7.2	/	-8.4
CCOC(=O)CCc1c(C)nc2ncnn2c1N1CCN(C(=O)NC2CCCCC2)CC1	/	-6.9	-5.8
